MC4R barr agon = activates human MC4R beta-arrestin recruitment; 360,000 tested, 0.98% active; activation, % at 8.9 µM; P32245; U2OS MC4R beta-arrestin complementation, luminescence; percent of melanotan II response, DMSO zero; AID 540308;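 active = activation above a per-plate cutoff, the mean activation of sample wells on that plate plus 3 SD, cut at about 8% in these data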
TLR9-MyD88 inh = inhibitors of human TLR9-MyD88 binding. 340,000 tested, 0.21% active. Q9NR96+Q99836. inhibition, % at 4.98 µM. CHO BLA complementation TLR9-MyD88, CCF4 FRET ratio;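 active = inhibition above the mean over all tested compounds plus 3 SD, cut at about 21% in these data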;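 note: 0% = DMSO only wells and 100% = clavulanate BLA inhibitor control wells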
Vif inh = blocks HIV Vif function; HEK293T cells, Vif self-association by quenched fluorescence, imaging, 24 h; inhibition, % at 7.49 µM; 340,000 tested, 0.35% active; in the data active = inhibition above about 50%, passing the limit was not always enough; inconclusive = no clear call, values can overlap the other calls; inactive = below about 31%; note: some results filed as inactive read as strong as hits
ABCB6 inh 2 = blocks the human ABCB6 transporter; Q9NP58; K562-ABCB6 porphyrin accumulation, flow cytometry, 1 h; active compounds read low; fluorescence ratio to DMSO, % at 10 µM; 360,000 tested, 0.19% active; AID 602162;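 active = fluorescence ratio to DMSO below 75%, the collection mean minus 3 SD; inconclusive = too few cells collected in the well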;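 note: signal is porphyrin accumulated inside mitochondria; 100% equals median channel fluorescence of DMSO control wells; lower ratio means ABCB6 inhibition with less porphyrin fluorescence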
aDG glyco up = increases alpha dystroglycan glycosylation | AID 624168 | activation, % at 10 µM | 360,000 tested, 0.22% active | Pro5-aDG cells, alpha-DG glycosylation AlphaScreen (IIH6); 0% Pro5, 100% B10-LARGE cell signal;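 active = activation of at least 8% versus controls, or a plate z-score of at least 8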;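 note: Pro5 are CHO cells carrying HIG-tagged alpha-DG that lacks glycosylation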
MC4R antagonist = human MC4R antagonism in cAMP assay; P32245; 360,000 tested, 0.48% active; AID 540295; inhibition, % at 6.5 µM; MC4R-expressing cells, MTII-stimulated cAMP, LANCE TR-FRET;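 active = inhibition above its plate's cutoff, the mean of tested wells on that plate plus 3 SD, cut at about 29% in these data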;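 note: 0% = Melanotan II alone and 100% = Melanotan II plus saturating MCL0020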
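Material – human MC4R-expressing U2OS cells · Repeats – no replicates · Detection – TR-FRET with Eu-cAMP and labeled anti-cAMP, 671 nm · Times – compound 30 min, challenge 1 h, detection 1 h · Compound – single nominal compound dose of 6.5 µM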
NOD2-RIPK2 inh = NOD2-RIPK2 protein interaction inhibition; CHO BLA complementation NOD2-RIPK2, CCF4 ratio; O43353; 360,000 tested, 0.38% active; inhibition, % at 4.98 µM; in the data active = inhibition above about 21%;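 note: 0% = vehicle only and 100% = reference blocker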
N-glyco inh = N-linked glycosylation inhibition; D54 ERlucT glycosylation luciferase reporter, 24 h; percent of 100 nM tunicamycin response; reporter increase, % at 12.5 µM; 360,000 tested, 0.23% active; AID 588692;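 active = mean luciferase reporter signal, scaled so untreated is 0 and the glycosylation-blocking control 100, at or above a set limit in every replicate; inconclusive = mean reaches the limit but not every replicate does; inactive = mean below the limit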;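 note: luciferase carries N-glycosylation sites so blocking glycosylation raises the light; 0% = median of neutral control wells and 100% = median of 100 nM tunicamycin wells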
Granule exo inh = blocks lytic granule exocytosis; TALL-104 LAMP-1 surface exposure, flow cytometry; cells stimulated with thapsigargin and PMA; inhibition, % at 10 µM; 360,000 tested, 0.66% active; AID 651702;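 active = inhibition above about 55%, limit read from the data; inconclusive = no clear call, values can overlap the other calls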
ABHD5-PLIN5 inh = inhibitors of human ABHD5-perilipin-5 interaction | 360,000 tested, 0.78% active | inhibition, % at 4 µM | Split G. princeps luciferase complementation, luminescence, 4 h;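 active = inhibition above the mean inhibition across every tested compound plus 3 SD, cut at about 22% in these data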;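 note: 0% = DMSO only wells and the 100% control is not disclosed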
Target sequence (Q00G26 whole entry, looked up): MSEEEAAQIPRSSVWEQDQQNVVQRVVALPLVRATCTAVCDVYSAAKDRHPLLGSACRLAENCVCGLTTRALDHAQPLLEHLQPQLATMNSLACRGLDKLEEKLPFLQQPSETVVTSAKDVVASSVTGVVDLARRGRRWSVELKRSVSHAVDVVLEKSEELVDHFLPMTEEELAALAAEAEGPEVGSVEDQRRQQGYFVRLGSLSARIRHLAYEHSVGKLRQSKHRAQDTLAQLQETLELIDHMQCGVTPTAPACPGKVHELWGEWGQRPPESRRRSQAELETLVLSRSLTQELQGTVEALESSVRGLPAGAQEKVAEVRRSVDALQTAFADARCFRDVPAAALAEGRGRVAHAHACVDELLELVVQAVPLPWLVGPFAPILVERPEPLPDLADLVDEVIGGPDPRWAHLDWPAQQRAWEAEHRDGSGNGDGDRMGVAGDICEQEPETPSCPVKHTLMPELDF
Target sequence (Q8WTS1 whole entry, looked up): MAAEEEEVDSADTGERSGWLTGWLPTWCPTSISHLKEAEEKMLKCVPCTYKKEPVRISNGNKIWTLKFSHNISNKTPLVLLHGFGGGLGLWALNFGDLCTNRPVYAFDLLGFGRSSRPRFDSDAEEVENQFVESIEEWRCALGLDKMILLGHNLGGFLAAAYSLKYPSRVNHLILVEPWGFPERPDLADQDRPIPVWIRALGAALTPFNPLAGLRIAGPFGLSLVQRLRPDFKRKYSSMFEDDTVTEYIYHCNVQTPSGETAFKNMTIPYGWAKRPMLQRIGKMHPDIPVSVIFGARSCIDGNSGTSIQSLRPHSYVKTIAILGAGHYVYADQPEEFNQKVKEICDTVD
* hit, by the source's call; ? = inconclusive; . = no result given. These rows are one share of the data. The share of hits here may be higher or lower than overall.

Results follow in this order: MC4R barr agon | TLR9-MyD88 inh | Vif inh | ABCB6 inh 2 | aDG glyco up | MC4R antagonist | NOD2-RIPK2 inh | N-glyco inh | Granule exo inh | ABHD5-PLIN5 inh
(1) N#CCNC(=O)C1CC(=O)N(CCc2ccc(F)cc2)C1 (configuration not stated)
 : -0.2 | 4 | 2 | 99 | -0.1 | 8 | -8 | 1 | -8 | 4
(2) O=[N+]([O-])c1cccc(-c2nnnn2-c2cccc(F)c2)c1
 : -1.2 | 1 | 3 | 100 | -0.2 | -5 | 1 | 1 | 4 | -9
(3) O=C(Cc1c(F)cccc1Cl)NCC(=O)OCc1ccccc1
 : -2.0 | -3 | -5 | 94 | -0.1 | 4 | -9 | -1 | 1 | 10
(4) O=C(OCc1c(F)cccc1Cl)c1cnccn1
 : -3.1 | 0 | 1 | 100 | -0.1 | 9 | -12 | 2 | -5 | -5
(5) COC(=O)c1sc(NC(=O)c2ccc(Cn3cc(Cl)cn3)o2)c(C#N)c1C
 : -0.9 | -12 | -4 | 95 | 0.0 | 12 | -16 | 2 | 3 | 4
(6) CCCc1ccc(C(=O)NNc2cc(Cl)ccc2Cl)cc1
 : 5.9 | -6 | 16 | 98 | 0.3 | 16 | -2 | -3 | 15 | -5
(7) CCC(CC)C(=O)Nc1cccc(C(=O)NCCc2ccccc2)c1
 : -0.3 | 1 | 13 | 102 | 0.0 | 1 | 3 | -3 | -1 | 0
(8) Cc1ccc(S(=O)(=O)n2nc(C)c(S(=O)(=O)N3CCOCC3)c2C)cc1
 : -2.0 | -1 | 9 | 95 | 0.1 | 3 | 5 | 0 | -3 | -3
(9) CCCn1nc(NC(=O)c2cccs2)c2cc3cc(C)ccc3nc21
 : -0.4 | 9 | -14 | 101 | 0.5 | 4 | 15 | 2 | 2 | -2
(10) CCOC(=O)c1oc2cc(C)cc(C)c2c1C
 : -1.7 | -2 | ? | 101 | 0.1 | -7 | 4 | 2 | 0 | 1
(11) COc1ccc(N2CCN(C(=O)COC(=O)c3nc(Cl)ccc3Cl)CC2)cc1
 : -0.6 | 0 | . | 91 | -0.1 | -1 | -5 | 1 | -4 | -4
(12) CC(=O)C(Sc1nc(N(C)C)nc(N(C)C)n1)C(=O)Nc1ccccc1 (configuration not stated)
 : 0.9 | 11 | -3 | 100 | -0.2 | 20 | 6 | 3 | 4 | -3
(13) COc1ccccc1C(=O)NC(=O)COC(=O)c1cccc(OC(F)F)c1
 : 1.2 | 3 | -2 | 94 | 0.1 | 7 | 10 | 3 | 6 | -1
(14) COc1ccc(C=O)cc1COc1ccc(F)cc1F
 : -1.2 | -3 | -3 | 93 | 0.3 | 11 | -6 | -1 | 4 | -3
(15) COc1cc(OC)cc(-c2nnc(SCC(=O)N3CCCCC3)o2)c1
 : 0.8 | -3 | 7 | 103 | 0.0 | 2 | 1 | 2 | -1 | -1
(16) c1ccc(-c2csc(Nc3nc(N4CCOCC4)nc(N4CCOCC4)n3)n2)cc1
 : 14* | 9 | 36 | 90 | -0.2 | 21 | 9 | -2 | 2 | 0
(17) CC(OC(=O)c1ccc(Br)c(S(=O)(=O)N2CCOCC2)c1)C(=O)NC1CCCCC1C (configuration not stated)
 : -3.5 | -8 | . | 100 | 0.1 | 5 | -11 | -2 | -1 | -1
(18) Cc1occc1C(=O)Nc1cccc2ccccc12
 : -2.2 | 16 | 0 | 92 | -0.2 | 5 | -9 | -8 | -3 | -4
(19) COc1ccc(NC(=O)CCCN2C(=O)C3CC=CCC3C2=O)cc1 (configuration not stated)
 : -2.6 | 2 | 6 | 100 | -0.1 | 4 | 6 | 1 | -1 | -10
(20) COc1cccc(-c2nn(C)c3sc(C(=O)NCc4ccc5c(c4)OCO5)cc23)c1
 : -1.7 | -9 | -2 | 97 | 2.0 | 4 | 5 | 0 | 8 | -9
(21) Cc1c(Cl)cccc1NC(=O)CCC(=O)NNC(=O)c1ccco1
 : 0.4 | 4 | 4 | 91 | 0.1 | 3 | -36 | 0 | 0 | 3
(22) O=C(Cc1cccs1)Nc1cccc(-c2nc3cc4ccccc4cc3[nH]2)c1
 : 11* | 0 | -2 | 92 | 0.1 | 19 | 4 | 14 | 66* | 2
(23) O=C(NCCc1ccc(C(F)(F)F)cc1)C1CCC(=O)N(CCc2cccc(F)c2)C1 (configuration not stated)
 : -3.5 | -2 | 5 | 99 | 0.3 | 7 | -7 | -1 | -4 | 3
(24) COCCNC(=O)COc1ccc(Br)cc1Cl
 : -2.2 | 11 | 3 | 104 | 0.1 | 1 | 1 | 0 | 8 | 5
(25) COc1cccc(/C=N/NC(=O)C(=O)N2CCCC2)c1O
 : -0.7 | -2 | 0 | 100 | -0.1 | 1 | -2 | -1 | -2 | -1
(26) C[C@@H]1CN([C@@H](C)CO)C(=O)CCCn2cc(nn2)CO[C@H]1CN(C)S(=O)(=O)c1cccc(F)c1
 : -1.7 | -6 | -1 | 104 | 0.0 | 9 | -4 | 2 | 0 | -2
(27) Nc1nnc(SCC(=O)OCC(=O)Nc2ccccc2)s1
 : -1.0 | 4 | 6 | 95 | -0.3 | 17 | -2 | 0 | -4 | 5
(28) CCN(CC)c1ccc(C2C(C(=O)OCCOC)=C(C)NC3=C2C(=O)CC(C)(C)C3)cc1 (configuration not stated)
 : -1.1 | 5 | 15 | 93 | -0.4 | 1 | -3 | -1 | -2 | -4
(29) CCCN(CCC)C(=O)c1ccc2nc(-c3ccc(OC)c(OC)c3)c(-c3ccc(OC)c(OC)c3)nc2c1
 : -1.5 | 1 | 0 | 97 | 0.2 | 3 | -3 | -8 | 2 | 8
(30) Cc1nc(C(F)(F)F)ccc1C(=O)N1CCC1(C)C(=O)NS(=O)(=O)c1ccc(C(C)(C)C)cc1 (configuration not stated)
 : 0.2 | . | 0 | 101 | -0.1 | -4 | -8 | 0 | -1 | -3

Continuation.
Results follow in this order: MC4R barr agon | TLR9-MyD88 inh | Vif inh | ABCB6 inh 2 | aDG glyco up | MC4R antagonist | NOD2-RIPK2 inh | N-glyco inh | Granule exo inh | ABHD5-PLIN5 inh
(31) CCOC(=O)N1CCN(C(=O)c2oc3ccc(S(=O)(=O)N4CCCCC4)cc3c2C)CC1
 : -1.3 | -8 | -5 | 97 | 0.1 | 7 | -3 | 2 | 1 | 2
(32) Cc1ccc(S(=O)(=O)N2CCN(C(=O)CSc3nnnn3C)C2)cc1
 : 0.4 | -1 | 6 | 92 | -0.2 | 13 | 6 | 2 | -2 | 1
(33) COc1cc(OC)c2c(C)cc(=O)oc2c1
 : 2.2 | -4 | 25 | 98 | 0.3 | -9 | 9 | 4 | -3 | 11
(34) Cc1ccc(S/C(=N\S(=O)(=O)c2ccc(Cl)cc2)c2ccccc2)cc1
 : 0.7 | -1 | 2 | 99 | -0.3 | 10 | -10 | 4 | -1 | -3
(35) CCc1nc2c(OCc3ccccc3)cccn2c1N(C)C(=O)COc1ccccc1
 : -1.4 | . | -10 | 95 | 0.5 | 8 | 4 | -2 | 4 | 3
(36) O=C1C=C(NS(=O)(=O)c2ccccc2)C(=O)c2ccccc21
 : -4.3 | 3 | 5 | 103 | 1.5 | 7 | 3 | -5 | -1 | -23
(37) CCCCN(CCCC)CCCN1CC(=O)N2[C@@H](Cc3c([nH]c4ccccc34)C2(C)C)C1=O
 : 0.3 | 0 | -10 | 99 | 0.3 | 10 | -6 | -3 | 18 | -4
(38) CCc1nc2ccccc2nc1N1CCN(S(=O)(=O)c2ccc(Cl)cc2)CC1
 : 2.4 | -5 | -1 | 106 | 0.2 | 6 | 1 | -3 | -1 | -6
(39) COc1cc(C(=O)Nc2nnc(C(F)(F)F)s2)c([N+](=O)[O-])cc1OC
 : 0.6 | -2 | 31 | 90 | -0.3 | -1 | 7 | 2 | -2 | 3
(40) COc1ccc2oc(=O)c(C(=O)Nc3cccc(C(C)=O)c3)cc2c1
 : -0.6 | -14 | -1 | 98 | -0.1 | 5 | 1 | 1 | 3 | 3
(41) O=C(Nc1cnn(C23CC4CC(CC(C4)C2)C3)c1)c1cc(-c2ccccc2)on1
 : 12* | -3 | -5 | 96 | 0.2 | 0 | -17 | -1 | 7 | -7
(42) O=C(CSc1nc(-c2ccccc2Cl)ns1)Nc1ccc2c(c1)OCO2
 : 1.5 | 4 | 2 | 106 | 0.1 | 2 | -4 | 2 | -1 | -5
(43) CCNS(=O)(=O)c1ccc(CCC(=O)N2CCN(C(=O)OCC)CC2)cc1
 : 0.4 | 5 | 24 | 98 | -0.1 | 14 | 4 | 4 | 0 | 0
(44) CCc1ccc(N(C(=O)c2csnn2)C(C(=O)NC(C)(C)CC)c2cccnc2)cc1 (configuration not stated)
 : -2.6 | 0 | 11 | 93 | -0.1 | -1 | 2 | 1 | -1 | 0
(45) C/C(CC(=O)Nc1ccc(C)c(Cl)c1)=N\NC(=O)c1ccncc1
 : 1.7 | -1 | 11 | 93 | -0.3 | -5 | -8 | 2 | -3 | -3
(46) CC(=O)c1cc2c(cc1N/C(=N/S(=O)(=O)c1ccccc1)c1ccc(Cl)cc1)OCO2
 : -0.9 | -3 | -1 | 98 | 0.5 | -4 | 2 | -8 | -1 | 7
(47) O=[N+]([O-])c1ccc(Oc2ccc(F)cc2Br)c2ccncc12
 : -0.4 | -8 | 0 | 98 | -0.4 | 2 | -1 | -7 | -5 | 2
(48) CCCCc1cc(=O)oc2cc(OC(C)C(=O)NCc3ccccn3)c(Cl)cc12 (configuration not stated)
 : -3.0 | 1 | -8 | 94 | 0.1 | 7 | 1 | -2 | 0 | -7
(49) CCOC(=O)c1cc(=O)n(Cc2ccccc2C)c2ccccc12
 : -1.5 | -8 | -14 | 99 | 0.9 | 7 | -6 | -1 | -2 | -2
(50) CC(=O)Oc1ccc2oc(/C=C/N(C)C)c([N+](=O)[O-])c2c1
 : -3.0 | 1 | 3 | 98 | 1.9 | -27 | -6 | 0 | 2 | 5
(51) COc1ccccc1C=NN=Cc1ccccc1O
 : 4.4 | -11 | -10 | 97 | -0.3 | 12 | 0 | -2 | 6 | -7
(52) COc1ccc(Nc2nc3ccc(C)cc3cc2C#N)c(OC)c1
 : 4.2 | -7 | 1 | 106 | 1.1 | -1 | -5 | 2 | 1 | -3
(53) COc1cc(SC)ccc1C(=O)OCC(=O)NCCC1=CCCCC1
 : 0.7 | 5 | 18 | 92 | -0.1 | 5 | 6 | 0 | -1 | 20
(54) COc1ccc(NC(=O)c2cccc(NC(=O)C3C4CC5OC(=O)C3C5C4)c2)c(OC)c1 (configuration not stated)
 : -0.3 | 0 | 2 | 97 | 0.4 | 1 | -12 | 0 | -2 | 1
(55) O=C(N/N=C/c1ccc2cccc(OCc3ccccc3)c2n1)c1ccc(Cl)cc1
 : 7.6 | 9 | -5 | 95 | 0.0 | 12 | 6 | -3 | -7 | -5
(56) CCOC(=O)c1sc(NC(=O)CSc2nc(-c3ccco3)cc(C(F)(F)F)n2)c(C(=O)OCC)c1C
 : 0.2 | 1 | -4 | 105 | -0.1 | 6 | -2 | -4 | -3 | -3
(57) COc1cc(OC)cc(C(=O)Oc2c(CN3CCOCC3)cc(Cl)c3cccnc23)c1
 : -2.0 | -9 | 6 | 100 | 0.1 | 0 | -9 | 1 | -2 | -5

Source: PubChem BioAssay (several laboratories)
